Source: PubChem BioAssay (The Scripps Research Institute Molecular Screening Center)
GPR151 ag: activators of human GPR151, primary screen, cell-based, PathHunter beta-arrestin, luminescence; AID 1508602, 2020; PathHunter beta-arrestin GPR151 cells; activation, % at 11.2 µM; 1% of 650,000 active; in the data active = activation above about 4.9%;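 note: 0% = median of compound wells and 100% = cells with positive control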
Target sequence (Q8TDV0 whole entry, looked up): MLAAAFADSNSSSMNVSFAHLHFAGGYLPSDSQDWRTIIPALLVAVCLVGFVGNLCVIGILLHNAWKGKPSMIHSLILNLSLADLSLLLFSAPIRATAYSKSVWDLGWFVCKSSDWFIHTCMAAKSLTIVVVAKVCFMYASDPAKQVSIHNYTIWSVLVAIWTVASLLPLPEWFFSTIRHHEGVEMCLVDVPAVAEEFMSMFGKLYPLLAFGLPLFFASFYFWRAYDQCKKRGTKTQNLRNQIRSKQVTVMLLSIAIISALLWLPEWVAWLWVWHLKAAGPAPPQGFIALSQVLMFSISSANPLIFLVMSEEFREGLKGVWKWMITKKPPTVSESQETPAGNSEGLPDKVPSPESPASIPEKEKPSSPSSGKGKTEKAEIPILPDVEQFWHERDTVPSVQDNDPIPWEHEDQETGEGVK
TEAD-YAP block: TEAD-YAP interaction inhibition, primary screen, TEAD-YAP interaction inhibitor project, luminescence, HEK-TIYL cells. TEAD-Gal4/YAP UAS-luciferase luminescence. inhibition, % at 9.12 µM. 1.4% of 640,000 active; in the data active = inhibition above about 32%;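 note: 0% = median of test compound wells and 100% = reference inhibitor wells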
MITF primary: MITF inhibitors, primary screen, biochemical, AlphaScreen, human; AID 1259374, 2018; AlphaScreen MITF homodimerization, bead proximity signal; inhibition, % at 2.6 µM; 0.91% of 650,000 active; in the data active = inhibition above about 50%;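 note: 0% = vehicle wells with protein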
Target sequence (O75030 whole entry, looked up): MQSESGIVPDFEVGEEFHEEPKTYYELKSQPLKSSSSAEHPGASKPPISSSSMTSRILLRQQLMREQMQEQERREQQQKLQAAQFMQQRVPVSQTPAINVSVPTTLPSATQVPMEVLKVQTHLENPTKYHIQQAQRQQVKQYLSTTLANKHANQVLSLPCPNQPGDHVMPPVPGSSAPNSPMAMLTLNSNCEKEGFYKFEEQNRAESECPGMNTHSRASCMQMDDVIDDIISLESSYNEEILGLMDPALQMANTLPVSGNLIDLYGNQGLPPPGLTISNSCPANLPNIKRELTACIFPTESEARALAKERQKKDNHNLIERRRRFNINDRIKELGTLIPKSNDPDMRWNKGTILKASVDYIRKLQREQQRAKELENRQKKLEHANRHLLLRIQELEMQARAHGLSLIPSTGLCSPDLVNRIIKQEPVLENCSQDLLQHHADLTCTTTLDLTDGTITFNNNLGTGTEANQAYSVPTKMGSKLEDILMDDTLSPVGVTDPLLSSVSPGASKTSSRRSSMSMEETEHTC
FBW7 act: FBW7 E3 ligase activators, primary screen, biochemical, AlphaScreen, human; 0.13% of 650,000 active; normalized activity (activation), % at 26.1 µM; AlphaScreen FBW7–phospho-cyclin E peptide binding, activator screen; F-box/WD repeat-containing protein 7 (Homo sapiens), Q969H0; in the data active = normalized activity above about 1.9%;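 note: purified mutant Fbw7 with reduced substrate affinity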
The depositor's hits bear a star; x = no result given. Compounds were not picked by outcome; overall some 3.4% were active at least once.

molecule,GPR151 ag,TEAD-YAP block,MITF primary,FBW7 act
COc1ccc(-c2cc(-c3ccccc3)nc(SCC(=O)Nc3c(Cl)cccc3Cl)c2C#N)cc1,-0.3,2.5,2.8,-0.1
CN(C)c1ccc(/C=C2\N=C(c3cccc4ccccc34)OC2=O)cc1,1.0,5.4,6.4,0.2
CC(C)(CC(=O)O)CC(=O)N1CCC2(CC1)NCCc1c2[nH]c2ccccc12,1.1,4.0,-8.9,-0.4
O=C(c1cccc(Cl)c1)N1CCN(S(=O)(=O)Cc2ccccc2)CC1,-0.2,10.1,-5.3,-0.3
O=[N+]([O-])c1cc(N=Cc2nc(-c3ccccc3Br)oc2O)ccc1Cl,-0.4,5.2,-0.1,0.1
COc1ccc(OCC(=O)NNC(=O)CCc2ccccc2)cc1,1.0,4.0,-5.7,0.0
CCCNC(=O)OC[C@H]1O[C@H](c2ccccc2)C=C[C@@H]1Oc1ccc(OC)cc1,-0.8,x,10.9,-0.1
COC(=O)C1=C(C(=O)OC)SC(=C2C(=S)C(C)(C)N(C(=O)/C=C/c3ccc([N+](=O)[O-])cc3)c3cc(C)ccc32)S1,0.4,2.0,15.3,0.0
O=C(NC1(C(=O)Nc2cccc(Cl)c2)CCCCC1)c1ccccn1,-1.5,6.2,6.5,0.0
c1coc(CNc2c(-c3cccs3)nc3cnccn23)c1,-0.1,-31.1,2.2,-0.1
C=CCN1CCC(c2nc(-c3cccnc3)no2)CC1,-0.3,-11.4,-3.5,0.1
CCc1ccc2nc(N3CCC(C(=O)NCCCN4CCCC4)CC3)sc2c1,1.6,23.0,-6.2,-0.4
Cc1ccsc1/C=N\NC(=O)CNC(=O)C12CC3CC(CC(C3)C1)C2,-3.0,-4.9,9.6,0.3
O=C(Nc1cccc(-n2cccn2)c1)C1CCCN(Cc2ccc3c(c2)OCCO3)C1 (stereo unspecified),-0.8,9.7,0.2,0.2
CC(C)CCn1nc(C(=O)OCC(=O)Nc2ccc(C(N)=O)cc2)c2ccccc2c1=O,0.3,7.5,0.5,0.3
CC(O)CSc1nc2c(c(=O)[nH]c(=O)n2C)n1CCCc1ccccc1 (stereo unspecified),-0.4,-19.7,11.8,0.3
CN(CC(=O)NC1CCCc2ccccc21)c1nnc(N2CCCC2=O)s1 (stereo unspecified),3.0,-3.8,-12.8,0.0
CCOc1ccc(Nc2nc(-c3cc(OC)c(OC)c(OC)c3)nc3ccccc23)cc1,0.3,39.6*,1.0,0.0
COc1cc(-c2cn[nH]c2)cc2c(=O)[nH]c([C@H](N)Cc3cccc(F)c3)nc12,-1.2,71.6*,-1.9,-0.4
CCOC(=O)N1CCN(C(=O)c2ccc3c(=O)n(Cc4ccc(Cl)cc4)c(=S)[nH]c3c2)CC1,-1.5,-11.2,6.0,0.0

Further results follow.
molecule,GPR151 ag,TEAD-YAP block,MITF primary,FBW7 act
N#C/C(=C\c1cc2ccccc2nc1Cl)c1nc(-c2ccc(Cl)cc2)cs1,-0.8,4.8,19.3,0.0
COc1ccc(NC(=O)c2sc3ncnc(N4CCOCC4)c3c2C)cc1OC,0.6,-6.1,-3.7,-0.1
CCOC(=O)/C=C(\C)N1N=C2c3cc(OC)ccc3CCC2C1c1cccc([N+](=O)[O-])c1 (stereo unspecified),1.3,1.9,-5.8,-0.3
Cc1ccc(S(=O)(=O)N2CCC(N(C)CCC(C)C)CC2)cc1,-1.3,-1.7,8.4,0.1
CCOC(=O)c1c(C)oc2c1c(CN(CC)CC)c(O)c1ccccc12,0.2,-33.7,3.9,0.0
CC(NC(=O)C(C)c1ccc([N+](=O)[O-])cc1)c1ccccc1 (stereo unspecified),-0.8,-3.4,5.0,-0.1
CC(=O)N1CCC(n2c(C3CC3)nc3sc(C)c(C)c3c2=O)CC1,-0.3,-15.9,10.4,0.1
O=C1Nc2ccc(Br)cc2/C1=N\N=C\c1ccccc1,0.5,7.0,5.8,0.1
O=C(CSc1nc(NCCc2ccccc2)c2ccccc2n1)NCc1ccccc1Cl,0.3,-2.3,2.6,-0.2
Cc1cc(NC(=O)CSc2nnc(-c3ccncc3)n2C2CCCCC2)no1,0.1,3.2,11.8,0.0
Cc1ccc(C)c(OCC(O)CN2CCC(C)CC2)c1 (stereo unspecified),2.4,12.6,19.8,0.1
Cc1nn(-c2ccccc2)c(C)c1Sc1ccc(Br)cc1,-0.7,14.2,13.8,0.1
CCC(C(=O)Nc1ccc(C)cc1)(C(F)(F)F)C(F)(F)F,-1.4,12.1,15.3,0.4
CCC(C)CC(=O)Nc1nc2c(s1)C(=O)CC(C(=O)NCCC1=CCCCC1)C2 (stereo unspecified),-0.4,-3.2,12.7,0.1
CCOC(=O)c1cc2cccc(NS(=O)(=O)c3ccc(C)cc3)c2[nH]1,0.4,38.8*,4.6,0.0
CCC(=O)N1CCc2cc(S(=O)(=O)CCC(=O)NCc3cccs3)ccc21,-0.3,-2.6,9.8,0.2
CC(=O)Nc1ccc(C(=O)N/C(=C/c2ccccc2)C(=O)NCCO)cc1,-1.1,-1.4,8.4,-0.1
CCCS(=O)(=O)N1CCc2ccc(NC(=O)c3ccccc3Cl)cc2C1,0.4,3.3,4.8,-0.1
CC(=O)NC(=O)c1cc2ccc(OC(C)=O)cc2oc1=Nc1ccc(C)cc1,-0.5,24.4,-0.3,0.1
O=C(Cn1nnc2ccccc2c1=O)NCCC1=CCCCC1,-0.3,-17.5,7.2,0.1

More compounds.
molecule,GPR151 ag,TEAD-YAP block,MITF primary,FBW7 act
COC(=O)c1c(C)oc2ccc(N(C(=O)c3ccc(Cl)cc3)S(=O)(=O)c3ccc(Cl)cc3)cc12,0.0,7.8,3.4,0.0
COc1ccc(C(=O)CC2(O)C(=O)N(C(C)C)c3ccccc32)c(OC)c1 (stereo unspecified),-0.2,6.3,3.3,0.1
CCOc1ccc(C(=O)Nc2nnc(C)s2)cc1OCC,0.9,-10.1,-3.4,0.3
COc1ccc(NC(=O)COc2ccc(-c3ccc(C#N)cc3)cc2)cc1OC,0.8,-1.0,2.4,-0.2
COC(=O)C1=C(N)OC2=C(C(=O)CCC2)C1c1cccnc1 (stereo unspecified),-0.2,-4.0,0.1,0.0
CC1(NCC(O)COc2cccc3[nH]ccc23)CCC(C(C)(C)NC(=O)CBr)CC1 (stereo unspecified),0.2,3.2,18.2,-0.1
Cc1ccc(S(=O)(=O)NCC(=O)N(CC(=O)NCC2CCCO2)C2CCCC2)cc1 (stereo unspecified),0.0,7.2,0.9,-0.1
CCCCSc1ncnc2c1c(-c1ccccc1)cn2-c1ccc(F)cc1,0.4,1.5,1.5,-0.2
O=C(CCl)Nc1cccc(Oc2cnccn2)c1,0.6,12.9,9.9,0.0
O=[N+]([O-])c1ccccc1CN1CCCCCCC1,-1.2,-2.3,24.3,0.0
O=C(Nc1cc2ccccc2oc1=O)c1ccc(Cl)c([N+](=O)[O-])c1,-0.8,5.6,-2.2,0.0
O=C1NC(=Nc2ccc(F)cc2)CS1,-1.1,-3.2,13.0,0.1
C#CC(C)(C)NC(=O)CN(c1ccc(OC)cc1)S(=O)(=O)c1ccccc1,-0.8,1.9,20.9,0.1
CCn1c(SCc2nc(-c3cccs3)no2)nnc1-c1cccs1,0.0,0.3,-13.2,0.0
CC(C)CC(C(=O)NCc1cccs1)N1Cc2ccccc2C1=O (stereo unspecified),0.6,-6.2,-9.3,-0.2
O=C(CN1C(=O)CCC1=O)Nc1cccc2ccc(-n3cccc3)nc12,-1.0,0.9,7.2,-0.2
COc1ccccc1N(CC(=O)Nc1c(C)n(C)n(-c2ccccc2)c1=O)S(=O)(=O)c1ccc(C)cc1,-0.9,-1.8,-14.9,-0.1
CC(C)OCCCNC(CC(=O)Nc1cccc2ccccc12)C(=O)O (stereo unspecified),1.6,-0.4,6.8,0.2
O=C(CSc1nnnn1-c1ccccc1)Nc1ccccc1O,-1.4,-7.6,-1.7,-0.1
CCc1ccc(N2C(=O)C3C4C=CC(CC4)C3C2=O)cc1 (stereo unspecified),1.1,-5.9,1.6,0.0

Going on with the list.
molecule,GPR151 ag,TEAD-YAP block,MITF primary,FBW7 act
Cc1ccc(S(=O)(=O)NCCCNc2nc3cc4c(cc3cc2C#N)OCO4)cc1,2.8,-4.9,-14.2,0.6
CNC(=O)COC(=O)c1[nH]c(C)c(C(C)=O)c1C,0.6,-6.5,-1.3,-0.2
Cc1ccc(-c2nnc(N3CCN(C(=O)CN4CCCCC4)CC3)c3ccccc23)cc1,-0.2,11.7,16.6,0.0
O=C(NCCN1CCOCC1)C1CC1c1ccccc1 (stereo unspecified),-0.3,-9.3,-3.4,-0.1
COc1ccc(CCNC(=O)Nc2ccc3c(c2)CC(=O)N3C)cc1,0.7,-8.1,4.0,-0.1
CC(C)c1ccccc1OCC(=O)NC(C)c1ccccc1 (stereo unspecified),2.9,3.3,5.8,-0.6
CC(=O)c1ccc(NC(=O)NNS(=O)(=O)c2ccc(F)cc2)cc1,-1.0,-16.0,-4.1,0.0
O=S(=O)(NCc1csc(-c2cccs2)n1)c1ccc(-c2ccccn2)s1,1.0,1.6,10.5,2.1*
Cc1csc(=NCCc2ccccc2)n1/N=C/c1ccco1,0.7,-3.0,6.9,-0.2
COc1cc2c(cc1OC)C(C(=O)N1CCCCCC1)C(c1ccccc1F)N(C)C2=O (stereo unspecified),0.8,-2.1,0.5,0.0
C(=N\OCc1nc2c3cnn(-c4ccccc4)c3ncn2n1)/c1ccccc1,0.2,1.3,-2.4,-0.1
CC(NC(=O)c1cc(COc2ccc3ncccc3c2)on1)c1ccc(F)cc1 (stereo unspecified),2.5,38.1*,10.5,0.0
CCN(CC)C(=O)c1cn(CC(C)C)c(=O)c2cc(OC)c(OC)cc12,-1.0,-15.4,-9.3,0.0
Cc1ccc2c(c1)c(=O)c1ccccc1n2CCCC(=O)Nc1ccc(Cl)cc1C,-1.0,5.9,6.9,0.2
COc1ccc2nc(N3CCC(C(=O)NCCCN4CC(C)CC(C)C4)CC3)sc2c1 (stereo unspecified),1.2,1.1,0.7,-0.2
C=C(C)Cn1c(C2CC(=O)N(c3cc(OC)ccc3OC)C2)nc2ccccc21 (stereo unspecified),1.2,3.5,-1.8,0.0
O=C(NCCOc1ccccc1)c1csc(-c2csc3ccccc23)n1,0.3,-16.1,-0.8,0.3
O=C(c1cccc(Br)c1)N1N=C(C(F)(F)F)CC1(O)c1ccncc1 (stereo unspecified),-0.4,3.0,22.2,1.1
C/C(=N\Nc1ccccc1[N+](=O)[O-])c1ccccc1O,-0.7,-11.9,10.3,-0.7
COc1ccc(C2C(C(C)=O)=C(Nc3ccccc3)CC(C)(O)C2C(C)=O)cc1OC (stereo unspecified),0.7,1.7,15.3,0.4

Entries of single compounds as entered above. Screens in order: GPR151 ag | TEAD-YAP block | MITF primary | FBW7 act
Results for O=S(=O)(NCc1csc(-c2cccs2)n1)c1ccc(-c2ccccn2)s1 : 1.0 | 1.6 | 10.5 | 2.1*
Results for Cc1csc(=NCCc2ccccc2)n1/N=C/c1ccco1 : 0.7 | -3.0 | 6.9 | -0.2
Results for CC(C)c1ccccc1OCC(=O)NC(C)c1ccccc1 (stereo unspecified) : 2.9 | 3.3 | 5.8 | -0.6
Results for O=C(NCCOc1ccccc1)c1csc(-c2csc3ccccc23)n1 : 0.3 | -16.1 | -0.8 | 0.3

Following part:
molecule,GPR151 ag,TEAD-YAP block,MITF primary,FBW7 act
O=C(Cn1nc(C(=O)O)c2ccccc2c1=O)Nc1cccc2ccccc12,1.7,-7.0,12.9,0.1
Cc1nc(NC(=O)C2CN(C(=O)c3ccc(F)c(F)c3)C2)sc1C,1.4,0.8,-5.9,0.1
NC(=O)C1CCN(CC(=O)Nc2ccc3c(c2)CCC3)CC1,3.2,5.1,15.1,0.5
Cc1cc(C2N=C(N)Nc3nc4ccccc4n32)c(C)n1C1CCCC1 (stereo unspecified),-1.1,7.8,-5.8,-0.2
CC1CCCC(n2c(=S)[nH]c3ccccc3c2=O)C1C (stereo unspecified),-0.5,0.5,1.7,-0.1
Cc1c(-c2ccccc2)oc2c(C(=O)OCCN3CCCCC3)cccc2c1=O,0.8,x,2.5,0.2
